Screening data as filed in PubChem.
TRPC4 act: TRPC4 (mouse) channel activation; HEK293 TRPC4beta/mu-opioid, Fluo4 calcium fluorescence; stronger effect = higher value; B-score at 10 µM; hit rate 0.49% among 310,000; AID 2237;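 active = B-score above 5 SD of library B-scores, and initial fluorescence ratio not above library mean plus 5 SD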;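 also: positive B-score marks a calcium rise read as TRPC4 activation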
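Assay system – TRPC4beta and mu-opioid receptor HEK293 stable cells · Measured by – Fluo4 fluorescence, kinetic · Schedule – dye loading 45 min room temperature, 110 s kinetic read · Read-out – B-scored integrated calcium fluorescence ratio · Controls – buffer and maximal DAMGO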
MrgX1 ag: activates human MrgX1 receptor signaling | hit rate 0.44% among 310,000 | MrgX1-HEK293 cells, Fluo-4 calcium fluorescence, agonist mode; stronger effect = higher value | B-score at 10 µM;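 active = calcium response B-score plate-corrected fluorescence ratio at least 3 library SD, with starting fluorescence B-score inside 5 SD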
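System – MrgX1-expressing HEK293 cells · Incubation – cells plated overnight, dye loaded 0.5 h 37 °C, 0.5 h room temperature · Technique – kinetic Fluo-4 NW fluorescence of intracellular calcium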
TMEM16A inh: mouse TMEM16A channel inhibition, primary screen; HEK293 TMEM16A/YFP iodide influx fluorescence, ionomycin; normalized B-score (activity score, 25-100; higher = stronger inhibition) at 10 µM; hit rate 1.2% among 310,000;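 active = ratio plate-corrected score three or more library SD toward inhibition, starting fluorescence score within five deviations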;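 also: score derived from kinetic fluorescence span divided by baseline fluorescence per well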
TRPC6 inhibitor: blocks the mouse TRPC6 cation channel | Q61143 | HEK293-TRPC6, membrane potential dye, ACh-evoked depolarization; stronger effect = lower value | B-score at 10 µM | hit rate 1.1% among 310,000 | AID 2553;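 active = B-score under library mean minus 3 SD, initial fluorescence not abnormally high, positive integrated signal ratio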;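 also: B-score derived from integrated fluorescence ratio over the kinetic read; more negative B-score means stronger inhibition of depolarization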
Target sequence (Q61143 whole entry, looked up): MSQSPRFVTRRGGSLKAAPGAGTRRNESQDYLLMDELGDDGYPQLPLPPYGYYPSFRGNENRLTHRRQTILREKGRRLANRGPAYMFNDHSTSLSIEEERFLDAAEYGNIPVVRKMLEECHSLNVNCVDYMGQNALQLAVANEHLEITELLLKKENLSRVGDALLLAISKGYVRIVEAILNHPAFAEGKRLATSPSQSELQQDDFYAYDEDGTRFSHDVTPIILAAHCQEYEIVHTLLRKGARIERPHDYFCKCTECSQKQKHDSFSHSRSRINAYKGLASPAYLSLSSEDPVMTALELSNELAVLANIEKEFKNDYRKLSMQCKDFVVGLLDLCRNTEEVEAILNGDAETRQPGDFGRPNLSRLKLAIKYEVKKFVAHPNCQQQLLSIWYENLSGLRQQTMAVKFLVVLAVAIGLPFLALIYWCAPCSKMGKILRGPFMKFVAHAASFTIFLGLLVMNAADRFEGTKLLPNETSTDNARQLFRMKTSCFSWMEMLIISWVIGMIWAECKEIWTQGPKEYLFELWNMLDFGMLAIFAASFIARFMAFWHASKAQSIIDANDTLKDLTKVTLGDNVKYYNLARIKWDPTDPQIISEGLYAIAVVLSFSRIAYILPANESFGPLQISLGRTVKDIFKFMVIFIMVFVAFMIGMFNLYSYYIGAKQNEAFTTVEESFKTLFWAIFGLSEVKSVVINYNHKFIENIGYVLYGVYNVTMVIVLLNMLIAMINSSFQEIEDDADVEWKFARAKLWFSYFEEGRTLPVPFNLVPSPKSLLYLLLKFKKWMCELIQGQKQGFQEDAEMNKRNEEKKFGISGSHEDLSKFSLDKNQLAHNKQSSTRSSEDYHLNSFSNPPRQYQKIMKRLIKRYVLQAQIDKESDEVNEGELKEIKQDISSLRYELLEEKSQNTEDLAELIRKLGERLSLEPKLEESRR
ANO1 activ: activates or potentiates the mouse TMEM16A chloride channel | HEK293 TMEM16A/YFP-H148Q/I152L, iodide quench fluorescence; stronger effect = lower value | B-score at 10 µM | hit rate 0.3% among 340,000 | AID 623877;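 active = fluorescence-ratio B-score plate-corrected deviation score at least 3 library SD below zero, with starting fluorescence score within 5 deviations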;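 also: channel opened by trigger with iodide after compound preincubation; score built on the fluorescence ratio of max minus min over baseline; more negative score means more quench and so TMEM16A activation or potentiation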
TRPC4 PAM: TRPC4 (mouse) allosteric potentiation; Q9QUQ5; HEK293 TRPC4beta/mu-opioid, DAMGO EC20, Fluo-4 Ca2+ flux; stronger effect = higher value; B-score at 10 µM; hit rate 0.42% among 310,000;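 active = B-score of calcium response area above 5 SD of library B-scores, with initial fluorescence ratio within 5 SD of library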;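 also: B-score of integrated fluorescence ratio over time as area under calcium response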
TRPC4 inh: TRPC4 (mouse) channel inhibition; Q9QUQ5; HEK293 TRPC4beta/mu-opioid, DAMGO-evoked Fluo4 calcium flux; stronger effect = lower value; B-score at 10 µM; hit rate 0.39% among 300,000;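 active = B-score over 3 SD under the library average, no early fluorescence shift, positive overall ratio signal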
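Assay system: Stable TRPC4beta/mu-opioid receptor HEK293 cells | Reagent: DAMGO in two steps, submaximal then maximal | Compound dosing: Single concentration per test compound | Signal: Fluo4 Ca2+ flux fluorescence | Evaluation: Per-well B score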
TRPC6 act: activators of mouse TRPC6 channel | Q61143 | HEK293-TRPC6 membrane potential dye fluorescence; stronger effect = higher value | B-score at 10 µM | hit rate 0.13% among 310,000 | AID 2550;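 active = B-score of the integrated fluorescence ratio above library mean plus 3 SD, and starting fluorescence ratio within library mean plus 5 SD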;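 also: higher score means more depolarization so channel activation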
MrgX1 antagonist: blocks BAM8-22 activation of human MrgX1 receptor. Q96LB2. MRGX1-HEK293 calcium flux, Fluo-4, BAM8-22 antagonism; stronger effect = lower value. B-score at 10 µM. hit rate 1.3% among 310,000. AID 588676;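 active = calcium-response B-score plate-corrected more than 3 library SD below zero, starting fluorescence within 5 deviations, no agonist response on first addition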;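 also: peak minus trough fluorescence over baseline after final BAM8-22 challenge near maximal dose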
SKKanGAS inh: blocks kanamycin growth of S. pyogenes SKKanGAS strain; BacTiter-Glo, 6 h; inhibition, % at 7.5 µM; AID 1662; hit rate 1.3% among 300,000;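 active = mean replicate score, as percent of positive control median, at least 50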;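 also: strain carries kanamycin resistance gene driven by streptokinase promoter and grows in 40 µg/ml kanamycin; loss of luminescence reflects streptokinase promoter inhibition or plain growth inhibition; 0% = median of DMSO wells and 100% = positive control at its reference dose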
MrgX1 allo act: human MrgX1 positive allosteric modulation, primary screen; MrgX1-HEK293, Fluo-4 calcium flux, FDSS; stronger effect = higher value; Q96LB2; B-score at 10 µM; hit rate 0.63% among 310,000; AID 588675;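 active = plate-corrected calcium response at least 3 library SD above typical, normal starting fluorescence, not activating the receptor alone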;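 also: compound read alongside a low EC10 to EC30 dose of BAM8-22 agonist; peak minus trough fluorescence over baseline measured at the second addition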
* marks the source's active call; other numbers are inactive results; i = inactive; / = no result given.

SMILES	TRPC4 act	MrgX1 ag	TMEM16A inh	TRPC6 inhibitor	ANO1 activ	TRPC4 PAM	TRPC4 inh	TRPC6 act	MrgX1 antagonist	SKKanGAS inh	MrgX1 allo act
COc1cc(C(=O)NCC(=O)N/N=C/c2cccnc2)cc(OC)c1OC	i	i	i	i	i	i	i	i	i	-4.0	i
O=[N+]([O-])c1cccnc1Oc1ccc(C2SCCS2)cc1	i	i	i	i	i	i	i	i	i	18.3	i
Cc1ccc(NC(=O)C2CC=CCC2C(=O)N2CCCCC2)cc1 (stereo not given)	i	i	i	i	i	i	i	i	i	0.1	i
COCC(=O)Oc1c(S(=O)(=O)c2ccc(C)cc2)c(C)nn1-c1ccccc1	i	i	i	i	i	i	i	i	i	6.3	i
CCOCCCNC(=O)Cn1cc2c(n1)CCCC2	i	i	i	i	i	i	i	i	i	1.2	i
CN(C)S(=O)(=O)n1cc(/C=C(\NC(=O)c2ccccc2F)C(=O)N2CCCC2)c2ccccc21	i	i	i	i	i	i	i	i	i	1.6	i
Cn1c(SCc2ccccc2Cl)nnc1-c1cnccn1	i	i	i	i	i	i	i	i	i	-1.4	i
COc1ccc(NC(=O)NC2(C(=O)N3CCOCC3)CCCCC2)cc1	i	i	i	i	i	i	i	i	i	-7.6	i
CC1Sc2ccc(S(=O)(=O)N3CCC(C(=O)NCCc4ccccc4)CC3)cc2NC1=O (stereo not given)	i	i	i	i	i	i	i	i	i	1.4	i
CC(C)Cc1ccc(CN2CCCC(NC(=O)c3cccc(-n4cnnc4)c3)C2)cc1 (stereo not given)	i	i	i	i	i	i	i	i	i	35.0	i
C=CCSc1nc2sc3c(c2c(=O)n1CC)CCc1ccccc1-3	i	i	i	i	i	i	i	i	i	/	i
O=C(Nc1ccnn1C1CCN(C(=O)c2cccc(Cl)c2)CC1)C1CC1	i	i	i	i	i	i	i	i	i	-12.5	i
CCOC(=O)C1=NOC(Cn2cc(C(C)=O)c(=O)[nH]c2=O)C1 (stereo not given)	i	i	i	i	i	i	i	i	i	-1.9	i
CC(/C=N/Nc1nnc2c(n1)[nH]c1ccccc12)=C\c1ccco1	i	i	i	i	i	i	i	i	i	-12.8	i
C=Cn1c(N2CCOCC2)nc2c1c(=O)[nH]c(=O)n2C	i	i	i	i	i	i	i	i	i	1.8	i
Cc1ccc(-c2cn(-c3ccc(OC(F)F)cc3)c3[n+]2CCCCC3)cc1	i	i	i	i	i	i	i	i	i	-14.8	i
CCOC(=O)C1CCCCN1Cc1cccc(F)c1 (stereo not given)	i	i	i	i	i	i	i	i	i	10.3	i
CCc1cc2cc(C)ccc2nc1SCC(=O)N1CCN(C(=O)c2ccco2)CC1	/	i	i	/	i	/	/	/	i	/	11.1*
CC(=O)C1=C(O)C(=O)N(c2ccc(Br)cn2)C1c1ccccc1F (stereo not given)	i	i	i	i	i	i	i	i	i	-9.8	i
O=C1CC(Nc2ccc(N3CCOCC3)cc2)C(=O)N1c1ccccc1F (stereo not given)	i	i	i	i	i	i	i	i	i	7.2	i
CCCCNC(=O)CN(c1cc(C(F)(F)F)ccc1Cl)S(C)(=O)=O	i	i	i	i	i	i	i	i	i	11.1	i
Cn1c(C(=O)N2CCN(Cc3ccc4c(c3)OCO4)CC2)cc2sccc21	i	i	i	i	i	i	i	i	i	5.7	i
Fc1cccc(-c2nnn3c2nc(Cl)c2ccccc23)c1	i	/	/	i	i	i	i	i	/	-6.2	/
O=C(Nc1ccc(Cl)cc1)N(Cc1cccnc1)Cc1ccco1	i	i	i	i	i	i	i	i	-5.69*	5.8	i
CCOc1ccc(Nc2cc3n(c(=O)n2)CCc2cc(OC)c(OC)cc2-3)cc1	i	i	i	i	/	i	i	i	i	5.1	i

Other entries follow.
SMILES	TRPC4 act	MrgX1 ag	TMEM16A inh	TRPC6 inhibitor	ANO1 activ	TRPC4 PAM	TRPC4 inh	TRPC6 act	MrgX1 antagonist	SKKanGAS inh	MrgX1 allo act
CC(c1ccco1)N(C(=O)c1ccccc1NS(=O)(=O)c1cc([N+](=O)[O-])ccc1Cl)c1ccccn1 (stereo not given)	i	i	i	i	i	i	i	i	i	6.7	i
O=S(=O)(Nc1ccc2c(c1)CCC2)c1cccs1	i	i	i	i	i	i	i	i	i	-8.7	i
CCOC(=O)c1sc2nc(CC(C)C)c3c(c2c1N)CCC3	i	i	i	i	i	i	i	i	i	2.3	i
COc1ccc(NC2CCCN(C(=O)CCc3cccc(Cl)c3)C2)cc1 (stereo not given)	i	i	i	i	i	i	i	i	i	10.0	i
CC(C)(O)C#Cc1ccc(C(=O)N2CCCC2C(=O)O)s1 (stereo not given)	/	i	i	/	i	/	/	/	i	-6.2	i
O=C(CCNC(=O)c1ccc([N+](=O)[O-])cc1)Nc1ccc(S(=O)(=O)N2CCOCC2)cc1	i	i	i	i	i	i	i	i	i	7.8	i
COc1ccc(-c2csc3nc(C)nc(N4CCN(C(C)=O)CC4)c23)cc1OC	i	i	i	i	i	i	i	i	i	1.4	i
COc1ccc(Oc2cc(NN3CCCCC3)c([N+](=O)[O-])cc2[N+](=O)[O-])cc1OC	i	i	i	i	i	i	i	i	i	4.5	i
O=C(COc1ccccc1)NCc1nnc2c3ccccc3c(-c3ccccc3)nn12	i	i	i	i	i	i	i	i	i	-2.2	i
CC(=O)NNC(=O)CN1C(=O)/C(=C/c2ccccc2)SC1=S	i	i	i	i	i	i	i	i	i	5.3	i
Cc1ccc(S(=O)(=O)Nc2ccc(Cl)cc2)cc1NC(=O)Cn1cnc2c1c(=O)n(C)c(=O)n2C	i	i	i	i	i	i	i	i	i	3.7	i
O=S(=O)(O)c1nc2ccccc2n1Cc1ccc(Cl)cc1Cl	i	i	i	i	i	i	/	i	i	-4.9	i
COc1ccc2[nH]c(=O)c(CN(CC3CCCO3)C(=O)Nc3ccccc3)cc2c1 (stereo not given)	i	i	i	i	i	i	i	i	i	-0.3	i
C/C=C/c1ccc(OCC(=O)Nc2cc(Cl)ccc2-n2cncn2)c(OC)c1	i	i	i	i	i	i	i	i	i	-6.3	i
Nc1ccc2c(c1)Oc1ccccc1C=C2	i	i	i	i	-5.29*	i	i	i	i	2.6	12.2*
COc1ccc(C(=O)Nc2nnc(-c3ccc(F)cc3)s2)c(OC)c1	i	/	/	i	i	i	i	i	/	-2.7	/
COc1cc(C2C(C(=O)Nc3ccc(F)cc3)=C(C)Nc3nc(CCCO)nn32)cc(OC)c1OC (stereo not given)	i	i	i	i	i	i	i	i	i	-10.1	i
O=C(NC1CCCCC1)c1ccccc1NC(=O)C1CC1	i	i	i	i	i	i	i	i	i	2.5	i
O=C(NCCN1CCN(c2ccccc2)CC1)Nc1cccc(Cl)c1	i	i	i	i	i	i	i	i	i	-4.1	i
Cn1c2ccccc2c2cc(/C=C(\NC(=O)c3ccccc3)C(=O)NCC(=O)O)ccc21	i	52.2*	i	i	i	i	i	i	i	1.0	i
CCC1=C(C(=O)OC)C(c2cc(OC)ccc2OC)C(C#N)=C(N)O1 (stereo not given)	i	i	i	i	i	i	i	i	i	14.4	i
Cc1ccnc(NC(=O)C2CCCN(S(=O)(=O)c3cnc[nH]3)C2)c1 (stereo not given)	i	i	i	i	i	i	i	i	i	-2.8	i
Cn1cc(C(=O)NC2C3CC4CC(C3)CC2C4)cn1 (stereo not given)	i	i	i	i	i	i	i	i	i	-1.1	i
Cn1c(=O)cc(OCC(=O)NCc2cccnc2)c2ccccc21	i	i	i	i	i	i	i	i	i	1.0	i
O=C(O)c1cc(Cl)ccc1NC(=O)C1CCCO1 (stereo not given)	i	i	i	i	i	i	i	i	i	3.8	i

New compounds follow.
SMILES	TRPC4 act	MrgX1 ag	TMEM16A inh	TRPC6 inhibitor	ANO1 activ	TRPC4 PAM	TRPC4 inh	TRPC6 act	MrgX1 antagonist	SKKanGAS inh	MrgX1 allo act
Cc1ccc2sc(N(CCCN(C)C)C(=O)c3ccc(S(=O)(=O)N(C)Cc4ccccc4)cc3)nc2c1C	i	i	i	i	i	i	i	i	i	40.0	i
CCCC(=O)Nc1ccc(Oc2ccc(NC(=O)CCC)cc2)cc1	i	i	i	i	i	i	i	i	i	1.2	i
CCCCN1C(=O)CCC(C(=O)O)C1c1ccccc1 (stereo not given)	i	i	i	i	i	i	i	i	i	-4.1	i
COC(=O)c1ccc(NC(=S)NC2CCCCC2C)cc1 (stereo not given)	i	i	i	i	i	i	i	i	i	8.8	i
COc1ccc(/C=C/C(=O)Nc2cc(C)nn2-c2nc3ccccc3n2Cc2cccc([N+](=O)[O-])c2)cc1	i	i	i	i	i	i	i	i	i	5.4	i
Cc1ccsc1C(=O)NNC(=S)NCC(C)C	i	i	i	i	i	i	i	i	i	0.1	i
COc1ccc(NC(=O)CN2c3cccc4cccc(c34)S2(=O)=O)c(OC)c1	i	i	i	i	i	i	i	i	i	-2.1	i
CCCN(CCC)CCCNC(=O)c1cc2c(=O)[nH]c3ccccc3c2s1	80*	i	i	i	i	i	i	i	i	-5.0	i
Cc1cccnc1NC(=O)c1cccc(S(=O)(=O)N2CCCc3ccccc32)c1	i	i	i	i	i	i	i	i	i	-4.6	i
CCCNC(=S)N1CCC(C(=O)c2ccc(Cl)cc2)CC1	i	i	i	i	i	i	i	i	i	-3.7	i
CCOc1ccccc1-n1c(COc2ccc(C)cc2)nnc1SCC(N)=O	i	i	i	i	i	i	i	i	i	-1.1	i
O=C(CN1CCN(Cc2ccccc2)CC1)Nc1cccc(S(=O)(=O)N2CCCCCC2)c1	i	i	i	i	i	i	i	i	i	-22.5	i
CCCCNC(=S)NNC(=O)CCn1cc(C)cn1	i	i	i	i	i	i	i	i	i	-10.8	i
Cc1nc(C(C)NC(=O)CCc2nnc(Cc3c[nH]c4ccccc34)o2)cs1 (stereo not given)	i	i	i	i	i	i	i	i	i	0.6	i
CCCCc1ccc(CC(=O)O)cc1	i	i	i	i	i	i	i	i	i	0.8	i
CC(=O)C1=C(O)C(=O)N(c2ccc(O)cc2)C1c1ccc(C)cc1 (stereo not given)	i	i	i	i	i	i	i	i	i	-1.7	i
CC(=O)c1ccc(N2CCN(C(=S)Nc3ccccc3)CC2)cc1	i	i	100*	i	i	i	i	i	i	-1.6	i
Cc1cccn2c(=O)c3cc(C(=O)N(C)C)n(C)c3nc12	i	i	i	i	i	25*	i	i	i	-2.2	i
CCN(CC)CCN1C(=O)C(=O)/C(=C(/O)c2ccccc2)C1c1ccccc1F (stereo not given)	i	i	i	i	i	i	i	i	i	-0.7	i
